Screening results deposited in PubChem by several laboratories.
GPR7 antagonist: human neuropeptides B/W receptor 1 antagonism; P48145; GPR7-expressing cells, fluorescence antagonist assay; inhibition, % at 4.4 µM; 290,000 tested, 1.1% active; in the data active means inhibition above about 16%, passing the limit was not always enough;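 further: cells stimulated with the agonist NPW; 0% = agonist with vehicle and 100% = vehicle without agonist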
MEKK3 PB1 HTS: MEKK3-MEK5 PB1 interaction, increase or decrease | Q99759 | bead-based flow cytometry, Alexa488-MEK5 binding to MEKK3; actives lie on both sides; 0 = blocked by unlabeled MEK5, 100 = vehicle | binding response (% of control), % at 10 µM | 290,000 tested, 1.4% active | AID 1529;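 active means binding response more than 3 SD above or below the average of its plate-row segment, actives on both sides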;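 further: Alexa488 bead fluorescence after subtracting the streptavidin-only scavenger bead signal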
Target sequence (Q99759 whole entry, looked up): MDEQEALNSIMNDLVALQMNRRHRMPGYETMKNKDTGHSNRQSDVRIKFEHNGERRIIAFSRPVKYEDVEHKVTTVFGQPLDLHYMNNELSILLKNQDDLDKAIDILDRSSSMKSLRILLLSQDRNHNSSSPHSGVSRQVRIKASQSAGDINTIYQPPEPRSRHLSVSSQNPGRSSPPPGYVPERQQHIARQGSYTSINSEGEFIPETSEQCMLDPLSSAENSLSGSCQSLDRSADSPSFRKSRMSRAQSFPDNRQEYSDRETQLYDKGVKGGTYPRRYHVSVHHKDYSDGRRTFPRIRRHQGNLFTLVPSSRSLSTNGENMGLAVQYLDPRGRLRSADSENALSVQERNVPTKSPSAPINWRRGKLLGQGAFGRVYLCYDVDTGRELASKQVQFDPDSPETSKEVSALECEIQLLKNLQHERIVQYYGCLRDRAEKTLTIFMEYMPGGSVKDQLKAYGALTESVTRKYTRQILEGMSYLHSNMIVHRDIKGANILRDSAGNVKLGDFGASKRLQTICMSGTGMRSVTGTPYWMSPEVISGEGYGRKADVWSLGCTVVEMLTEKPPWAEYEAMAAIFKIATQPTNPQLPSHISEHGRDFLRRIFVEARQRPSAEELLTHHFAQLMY
PHOSPHO1 block: blocks human PHOSPHO1 phosphatase activity; Q8TCT1; recombinant PHOSPHO1, absorbance phosphatase assay; inhibition, % at 13.3 µM; 290,000 tested, 1.1% active; AID 1565; in the data active means inhibition above about 60%
Target sequence (Q8TCT1 whole entry, looked up): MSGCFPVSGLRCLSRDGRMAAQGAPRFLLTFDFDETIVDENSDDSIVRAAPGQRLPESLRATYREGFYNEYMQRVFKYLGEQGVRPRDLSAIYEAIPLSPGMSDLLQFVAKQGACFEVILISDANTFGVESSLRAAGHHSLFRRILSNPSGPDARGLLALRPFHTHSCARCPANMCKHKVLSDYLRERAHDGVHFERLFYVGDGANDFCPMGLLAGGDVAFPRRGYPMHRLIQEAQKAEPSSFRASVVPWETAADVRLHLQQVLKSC
FID counter: fluorescent intercalator displacement, NS3 helicase counter-screen | DNA fluorescent intercalator displacement, fluorescence | inhibition, % at 7.9 µM | 290,000 tested, 0.17% active; in the data active means inhibition above about 37%;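 further: 0% = vehicle and 100% = reference compound; higher means more ethidium bromide displaced from hairpin DNA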
MEKK2mut PB1 HTS: signal of MEK5 binding to mutant human MEKK2 PB1 domain; bead flow cytometry, Alexa488-MEK5 binding to MEKK2 mutant; percent response, % at 10 µM; AID 1530; 290,000 tested, 0.35% active; in the data active means percent response above about 24%, passing the limit was not always enough; further: inactives centre near 1; some results filed as inactive read as strong as hits; reference of the scale not given here
OXTR agonist: activates the human oxytocin receptor | P30559 | CHO-OTR cells, Fluo-8 calcium fluorescence; normalized: DMSO 0%, oxytocin 100% | activation, % at 3 µM | 320,000 tested, 0.32% active | AID 2435;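 active means activation above the mean of all tested compounds plus 3 SD, cutoff set per screening run, cut at about 20% in these data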;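 further: peak over basal fluorescence ratio from a 100 s FLIPR kinetic read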
M18AAP inhibitor: PfM18AAP enzyme inhibition. AID 1822. inhibition, % at 7.35 µM. recombinant PfM18AAP, H-Glu-NHMec fluorogenic cleavage. 290,000 tested, 1.2% active;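 active means inhibition above the campaign mean inhibition over all tested compounds plus 3 SD, cut at about 28% in these data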;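 further: 0% = plate median of test compound wells and 100% = 2 mM ZnCl2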
NALP1 inh: blocks the NALP1 inflammasome reconstituted in yeast. inhibition, % at 10 µM. S. cerevisiae NALP1/ASC/caspase-1 growth, X-gal OD620, 72 h. 280,000 tested, 0.61% active; in the data active means inhibition mostly above about 24%, no sharp cut-off; inactive means mostly below about 32%; further: some compounds called inactive have numbers as strong as hits
MEKK2wt PB1 HTS: raises or lowers MEK5 binding to wildtype human MEKK2 PB1 domain; Q9Y2U5; bead flow cytometry, Alexa488-MEK5 binding to MEKK2 WT; actives lie on both sides; binding response (% of control), % at 10 µM; 290,000 tested, 1.1% active; AID 1531; in the data active means binding response below about 67% or above about 130%
* = called active by the depositor; . = no result given; & = joins results of further samples; [ ] = dose if it differs, or a comment.

compound,GPR7 antagonist,MEKK3 PB1 HTS,PHOSPHO1 block,FID counter,MEKK2mut PB1 HTS,OXTR agonist,M18AAP inhibitor,NALP1 inh,MEKK2wt PB1 HTS
CC(C)N1C(=O)/C(=C/C=C/c2ccco2)C(=O)N(Cc2ccco2)C1=O,0.5,93.0,26.2,-18.6,-4.0,2.1,26.9,12.9,91.0
Cc1cc(=O)oc2cc(OCC(=O)N3C[C@H]4C[C@@H](C3)c3cccc(=O)n3C4)c(Cl)cc12,-6.0,99.0,13.5,-12.7,3.0,-0.6,3.2,28.1,105.0
CC(C)CCOC(=O)c1c(N)n(CC2CCCO2)c2nc3ccccc3nc12 (stereo not drawn),8.1,118.0,-14.2,-26.9,8.0,-1.9,10.8,19.2,113.0
O=C1NC(=O)C(CCc2ccncc2)(CCc2ccncc2)C(=O)N1Cc1ccc(F)cc1,2.8,98.0,-0.8,-26.9,-10.0,0.0,-2.9,-0.3,94.0
COC(=O)C1=C(c2ccccc2)C[C@@H]2CC[C@H]1N2C(=O)NC1CC1,.,97.0,.,.,-2.0,-0.7,.,.,94.0
Oc1cccc2nc3ccccc3nc12,-12.9,94.0,12.1,4.9,3.0,-0.6,0.5,9.2,93.0
CN(C)c1ccc(/C=C2/C(=O)NC(=O)N(Cc3ccco3)C2=O)cc1,-7.9,107.0,-1.3,-17.7,19.0,1.5,16.3,7.9,98.0
CN1C(=O)N(C)C(=O)C2(Cc3cc(NC(=O)c4ccccc4Cl)ccc3N3CCCC32)C1=O (stereo not drawn),-16.2,97.0,58.3,-29.5,1.0,0.3,3.2,4.5,100.0
COC(=O)N1CCN(C(=O)Cc2ccc(Cl)c(Cl)c2)C(CN2CCCC2)C1 (stereo not drawn),-11.6,103.0&102.0,51.7,9.3,4.0&2.0,0.2,4.2,-7.8,109.0&105.0
CCCN1CCc2cccc3c2[C@H]1Cc1ccc(O)c(O)c1-3,.,103.0,.,.,6.0,7.3,.,.,114.0
COc1ccc(-n2c(C)nc3ccccc3c2=O)c([N+](=O)[O-])c1,2.8,96.0,18.5,-5.6,-1.0,-0.1,-0.5,10.7,98.0
CCC1=Nc2cc(C(=O)N3CCC4(CC3)OCCO4)ccc2Sc2ccccc21,5.6,109.0,22.2,-65.5,5.0,1.9,1.7,7.8,112.0

Record cards (already shown). Order of screens: GPR7 antagonist, MEKK3 PB1 HTS, PHOSPHO1 block, FID counter, MEKK2mut PB1 HTS, OXTR agonist, M18AAP inhibitor, NALP1 inh, MEKK2wt PB1 HTS
`CCC1=Nc2cc(C(=O)N3CCC4(CC3)OCCO4)ccc2Sc2ccccc21` is entered as 5.6, 109.0, 22.2, -65.5, 5.0, 1.9, 1.7, 7.8, 112.0
`COc1ccc(-n2c(C)nc3ccccc3c2=O)c([N+](=O)[O-])c1` is entered as 2.8, 96.0, 18.5, -5.6, -1.0, -0.1, -0.5, 10.7, 98.0
`COC(=O)N1CCN(C(=O)Cc2ccc(Cl)c(Cl)c2)C(CN2CCCC2)C1` (stereo not drawn) is entered as -11.6, 103.0&102.0, 51.7, 9.3, 4.0&2.0, 0.2, 4.2, -7.8, 109.0&105.0

Further structures
compound,GPR7 antagonist,MEKK3 PB1 HTS,PHOSPHO1 block,FID counter,MEKK2mut PB1 HTS,OXTR agonist,M18AAP inhibitor,NALP1 inh,MEKK2wt PB1 HTS
OCC12CO[C@@H]3c4ccccc4[C@H](OC1)N32 (stereo partly drawn),-7.6,99.0,13.8,-0.4,1.0,0.8,1.8,3.1,102.0
O=C(C[N+]12CCC(CC1)C(CO)C2)c1ccc([N+](=O)[O-])cc1 (stereo not drawn),-5.7,98.0,16.5,4.6,-6.0,0.0,-2.0,8.0,94.0
OCCNc1c2c(nc3ccccc13)CCCC2,4.5,0.0*[inhibitor],-3.0,4.3,-42.0,1.6,8.9,6.9,0.0*[inhibitor]
O=C1N[C@@H](Cc2ccccc2)C(=O)N2[C@H]1C[C@H]1c3ccccc3N(OOSc3ccccc3)[C@H]12,.,103.0,.,.,-4.0,0.2,.,.,99.0
O=C1CN=C(c2cccs2)c2c(sc3c2CCCC3)N1,1.1,102.0,48.5,-16.6,8.0,-2.2,-0.9,-3.2,106.0
Cc1ccc(Cn2nc(C)c(C=O)c2Cl)cc1,-12.7,95.0,31.7,2.6,-7.0,-1.6,2.8,8.6,90.0
CN(C)C(=O)Oc1ccc(-c2nnco2)cc1,-3.1,98.0,-7.3,-0.7,2.0,1.0,3.9,-13.5,102.0
COc1ccc(C(=O)N2CCC3(CC2)OCCO3)cc1,-0.9,103.0,8.3,-2.8,3.0,1.2,-15.0,24.3,105.0
N#CC1=C(N)Oc2c(c(=O)sc3ccccc23)C1c1ccncc1 (stereo not drawn),-6.4,96.0,1.8,-4.7,-11.0,-0.3,3.3,14.2,89.0
CN1C(=O)/C(=C\c2ccc(Br)s2)C(=O)NC1=S,-14.6,101.0,-6.3,-0.5,-1.0,2.7,-0.9,3.3,98.0
CN1CCN(c2ncnc(Cl)c2N)CC1,-6.9,101.0,27.9,-2.9,-8.0,.,5.2,-4.7,94.0
Cc1ccccc1CN1CCCN(Cc2ccc(Cl)cc2)S1(=O)=O,0.8,107.0,25.7,-19.0,3.0,-0.1,-4.5,17.2,104.0
CCN1CCN(Cc2cc(OC)c3c(c2)OCO3)CC1,-5.5,106.0,-8.2,8.6,11.0,0.1,-1.9,-2.2,110.0
Cc1cccn2c(=O)c3c(nc12)N1CCCCCC1C1(C3)C(=O)N(C)C(=O)N(C)C1=O (stereo not drawn),-6.6,100.0,24.4,-18.1,0.0,-1.7,-3.4,28.2,99.0
CC12CCC3C(CC=C4CC(O)CCC43C)C1C/C(=C\c1ccccc1F)C2=O (stereo not drawn),0.2,95.0,6.1,0.4,-2.0,-1.1,-4.0,15.5,96.0
CCCC12CN3CC(CCC)(CN(C1)C3c1ccccn1)C2=O (stereo not drawn),-5.6,100.0,-9.8,-9.9,1.0,-1.5,6.2,-3.4,103.0
CC(C)[C@H]1C(=O)O[C@H](C(C)C)C(=O)N(C)[C@@H](C(C)C)C(=O)O[C@H](C(C)C)C(=O)N(C)[C@@H](C(C)C)C(=O)O[C@H](C(C)C)C(=O)N1C,-1.4,100.0,39.7,-53.8,1.0,18.7,5.4,-13.7,97.0
Cc1nc2cc(C(F)(F)F)ccc2n1C1CCN(Cc2nnnn2CCc2ccccc2)CC1,20.2*,96.0,-3.3,-24.8,4.0,15.3,1.2,1.2,104.0
CN(C)c1cccc2c(C#N)ccc(N(C)C)c12,10.5,96.0,57.8,11.2,0.0,-1.1,24.7,-5.9,97.0
COc1ccc(N2C(=O)/C(=C/c3ccc(C)o3)C(=O)NC2=S)c(OC)c1,-11.4,100.0,3.1,-22.9,0.0,0.4,1.1,5.7,95.0
Cc1ccccc1OCCN=Cc1c(O)n(C)c(=O)n(C)c1=O,-9.7,99.0,27.4,-11.2,-1.0,4.6,-13.9,-0.7,100.0
CCOC(=O)C1(c2ccccc2)CCN(CCC(=O)Nc2ccccc2OC)CC1,7.8,100.0,-16.6,2.7,5.0,-2.0,-1.6,5.8,105.0
O=C(Cc1ccccc1)Oc1ccc(N2C(=O)C3CCCCC3C2=O)cc1 (stereo not drawn),-10.2,113.0,12.2,-3.7,2.0,1.1,3.9,24.2,100.0
CC(=NCc1ccc(F)cc1)c1c(O)n(C)c(=O)n(C)c1=O,1.7,98.0,1.0,-4.9,-5.0,1.3,5.3,10.3,97.0
COc1ccc2[nH]c(C)c(CCN3CCC(=O)C(C)C3C)c2c1 (stereo not drawn),-3.1,105.0,6.4,-0.6,11.0,0.5,-9.3,-5.9,117.0
Oc1ccc(CC2(N3CCCC3)CCCCC2)cc1,5.2,103.0,13.0,-8.7,3.0,2.2,-12.9,-2.3,103.0
CCCCn1c(=O)c(C(=O)Nc2ccccc2F)c(O)c2ccccc21,95.6*,98.0,25.3,-4.2,1.0,2.8,-10.1,19.0,102.0
CCN(CC)S(=O)(=O)c1ccc(N=Cc2c(O)n(-c3ccccc3)c(=O)[nH]c2=O)cc1,6.1,104.0,47.9,-9.3,6.0,0.0,-3.2,-0.5,102.0
CCC1(CCCC(=O)c2ccc(F)cc2)C(=O)NC(=S)NC1=O,3.1,104.0,-6.7,-3.9,0.0,1.8,2.5,23.6,106.0
O=c1c2ccccc2ncn1-c1ccc([N+](=O)[O-])c(C(F)(F)F)c1,-9.5,97.0,0.2,-1.2,-2.0,12.2,-2.0,27.1,94.0
Nc1ccc(C(=O)N/N=C2/CN3CCC2CC3)cc1,0.1,96.0,2.4,-1.6,3.0,-0.1,-17.4,-5.2,97.0
O=C(C(Cc1ccccc1)NS(=O)(=O)c1ccc(F)cc1)N1CCC2(CC1)OCCO2 (stereo not drawn),-14.5,97.0,-3.9,-32.4,2.0,-0.5,-5.2,31.9,99.0
CC1(C)CN(S(=O)(=O)OCC(Cl)(Cl)Cl)C(=O)N1,-5.6,99.0,20.9,-4.5,-4.0,0.7,-4.2,7.0,95.0
COc1ccccc1OCC#CCN1CCCC(C)C1 (stereo not drawn),3.8,103.0,33.5,4.0,1.0,0.2,-4.2,-1.0,104.0
CCN(CC)C(=O)c1ccc(NC(=O)C2=C(C)OCCS2)cc1,6.6,107.0,38.1,-13.1,6.0,0.1,-16.4,-27.0,108.0
NC(=O)c1ccc(N=Cc2c(O)n(Cc3ccco3)c(=O)[nH]c2=O)cc1,-10.2,117.0,28.5,-21.1,3.0,0.8,11.2,.,111.0
O=C(N/N=C/c1c(O)n(Cc2ccco2)c(=O)[nH]c1=O)c1ccccc1O,-6.3,104.0,17.7,-20.0,5.0,0.8,12.2,.,101.0
COc1ccc(C2SCC(=O)Nc3c2c(=O)[nH]n3C2CCCCCC2)cc1OC (stereo not drawn),-3.3,102.0,-1.6,-24.9,3.0,-1.9,-0.5,15.7,104.0
CCOC(=O)C1(CCCc2ccccc2)CCN(C2CCC2)CC1,4.9,103.0,-4.9,3.8,11.0,0.2,-2.7,3.4,114.0
Cc1sc2c(c1C)C(c1ccc(C(C)(C)C)cc1)=NCC(=O)N2CC(=O)Nc1nccs1,1.1,99.0,32.3,-9.0,-4.0,-2.2,-1.1,1.8,94.0

Not all compounds are listed; rates above refer to the full screens.
